Mm-Cpn inhibitor: blocks the Methanococcus maripaludis chaperonin Mm-Cpn; purified Mm-Cpn ATPase, ADP Transcreener TR-FRET; Potency, µM (top dose mostly 76.9 µM), without a hit: at the highest dose activity, negative = inhibition, usual class: inhibitors; hit rate 0.031% among 330,000; also: potency is read from the fitted curve at half-maximal effect; % is scaled to controls: 0 for no effect and ±100 for the full control effect; nearly all actives have a fitted effect of over 80% in size
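Inhibition of chaperonin ATP hydrolysis is measured as reduced ADP production, detected by competitive TR-FRET in which signal falls with ADP. Final enzyme 25 nM and ATP 10 uM, reacted 30 min at 37°C.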
GLP1R inv ag: GLP-1 receptor (human) inverse agonism; Potency, µM (highest dose often 38.3 µM), without a hit: at the highest dose activity change, negative = inhibition, actives largely listed as inhibitors; hit rate 1.6% among 410,000; HEK293 GLP-1R CRE-luciferase, luminescence, 24 h; GLP-1R form is constitutively active; also: potency is read from the fitted curve at half-maximal effect; % is scaled to controls: 0 for no effect and ±100 for the full control effect; nearly all actives have a fitted effect of over 55% in size
Target sequence (P43220 whole entry, looked up): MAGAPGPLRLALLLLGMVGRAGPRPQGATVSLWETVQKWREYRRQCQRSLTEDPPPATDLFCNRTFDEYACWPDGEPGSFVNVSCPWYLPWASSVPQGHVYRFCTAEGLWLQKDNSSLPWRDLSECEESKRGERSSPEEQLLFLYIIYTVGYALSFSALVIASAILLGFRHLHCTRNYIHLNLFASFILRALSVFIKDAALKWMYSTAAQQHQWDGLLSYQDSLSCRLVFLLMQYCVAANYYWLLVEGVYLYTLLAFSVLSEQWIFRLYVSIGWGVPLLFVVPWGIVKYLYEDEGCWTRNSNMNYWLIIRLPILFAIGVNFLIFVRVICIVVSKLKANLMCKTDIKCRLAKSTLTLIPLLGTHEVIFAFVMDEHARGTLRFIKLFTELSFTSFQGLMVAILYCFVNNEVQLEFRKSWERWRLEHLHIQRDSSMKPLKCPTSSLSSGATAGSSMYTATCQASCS
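Using stably transfected HEK293 (constitutively active GLP-1R, cAMP-luciferase reporter), compounds were incubated 24 hr and luciferase measured by luminescence.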
Akt phos inh: blocks phosphorylation of Akt; Neuro2A IGF-stimulated pAkt S473 HTRF, 20 min; stronger effect = lower value; activity change, % for hits at 50 µM; hit rate 0.32% among 360,000; AID 651550; in the data active = activity change below about -80%; inconclusive = mostly about -51% to -80%; also: % is scaled to controls: 0 for no effect and ±100 for the full control effect
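Neuro2A cells in DMEM with 0.5% FBS, overnight at 37 deg C, given compound at single 50 µM final, then IGF (6 nM final) for 20 min at 37 deg C. Lysed; phospho-Akt Ser473 by HTRF after 24 h, 665/615 ratio.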
aSyn rescue: inhibitors of alpha-synuclein toxicity in yeast; Yeast expressing alpha-synuclein, growth rescue, BacTiter-Glo, 24 h; Potency, µM (series often up to 46.1 µM), for the others: at the top dose growth rescue (activation), most hits filed as activators; hit rate 0.14% among 370,000; AID 652106; also: potency is read from the fitted curve at half-maximal effect; % of control where 0% means no effect; nearly all actives have a fitted effect of over 65% in size
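Rescue of yeast growth: cells expressing toxic alpha-synuclein, induced in galactose at OD600 0.02, incubated with compound 24 h at 30 C. ATP luminescence quantified growth; inhibitors of toxicity appear as activators.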
GLP1R cytotox: cytotoxicity counter-screen for GLP-1 receptor inverse agonists; HEK293 cAMP-luciferase reporter cells, luminescence, 24 h; Potency, µM (doses to about 38.3 µM), without a hit: top-dose activity change, negative = inhibition, hits mostly inhibitors; hit rate 0.13% among 410,000;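 also: loss of luciferase light is scored as toxicity; potency is read from the fitted curve at half-maximal effect; % is scaled to controls: 0 for no effect and ±100 for the full control effect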
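Seeding density was 200 cells/uL; after overnight-length (12 h) culture, 23 nL compounds went on for 24 h at 37 °C. Readout used a luciferase detection reagent, luminescence taken after 12 min at room temperature.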
Abeta yeast res: A-beta toxicity reversal in yeast; yeast expressing A-beta42, growth rescue, OD600, 48 h; response scale: 0% DMSO, 100% iron-clioquinol control; Potency, µM (titrated, usually from 46.1 µM), for inactives: at the highest dose growth rescue, hits mostly activators; hit rate 0.063% among 410,000; AID 1347071; also: potency is read from the fitted curve at half-maximal effect; nearly all actives have a fitted effect of over 55% in size
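Yeast growth medium received pinned compounds, then yeast cells expressing toxic A-beta were added; plates incubated at 30 C for 48 hr. Growth read as absorbance at 600 nm, normalized to DMSO and equimolar FeCl3 plus clioquinol controls.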
PTHR1 agonist: PTHR1 (human) receptor agonism; HEK293 GP2 PTHR1 cells, GloSensor cAMP luminescence, 1 h; Potency, µM (series often up to 115 µM), without a hit: at the top dose activation, most hits filed as activators; hit rate 0.075% among 410,000; AID 743266; also: potency is read from the fitted curve at half-maximal effect; nearly all actives have a fitted effect of over 55% in size; some results filed as inactive show a strong effect at the top dose; inactives centre near -15; many of its hits are not listed in these tables
Target sequence (Q03431 whole entry, looked up): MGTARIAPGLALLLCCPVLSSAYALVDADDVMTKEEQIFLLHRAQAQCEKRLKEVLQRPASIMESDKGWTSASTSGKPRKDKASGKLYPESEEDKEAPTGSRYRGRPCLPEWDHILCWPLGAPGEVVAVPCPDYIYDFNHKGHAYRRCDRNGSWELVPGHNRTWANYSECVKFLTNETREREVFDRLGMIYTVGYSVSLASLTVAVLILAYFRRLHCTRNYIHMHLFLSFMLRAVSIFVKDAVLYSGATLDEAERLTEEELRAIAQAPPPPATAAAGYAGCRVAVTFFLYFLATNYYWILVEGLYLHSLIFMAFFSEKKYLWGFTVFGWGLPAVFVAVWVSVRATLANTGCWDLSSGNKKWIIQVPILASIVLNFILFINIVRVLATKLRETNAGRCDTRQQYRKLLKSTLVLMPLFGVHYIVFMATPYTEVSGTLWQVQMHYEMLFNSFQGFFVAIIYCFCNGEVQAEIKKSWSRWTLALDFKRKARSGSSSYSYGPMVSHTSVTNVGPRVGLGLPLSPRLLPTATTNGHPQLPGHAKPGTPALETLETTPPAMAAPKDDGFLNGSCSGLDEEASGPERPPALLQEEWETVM
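HEK-293-derived GP2 cells expressing PTHR1 and a GloSensor cAMP reporter, 3,000/well, plated overnight, given luciferin plus IBMX (each 0.5 mM as added) for 1 h at 37 °C, then compound for 1 h at 37 °C. Luminescence was read after 15 min at room temperature.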
TDP-43 yeast inh: inhibitors of TDP-43 toxicity in yeast. TDP-43 expressing yeast growth rescue, BacTiter-Glo, 24 h. Potency, µM (doses to about 46.1 µM), for the others: at the top dose growth rescue (activation), hits mostly activators. hit rate 1.8% among 410,000. AID 652104; also: potency is read from the fitted curve at half-maximal effect; % of control where 0% means no effect; nearly all actives have a fitted effect of over 50% in size
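Luminescence from BacTiter-Glo reports growth of TDP-43-expressing yeast after 24 hr at 30 deg C with compound. Cells were raffinose-pregrown to mid-log, then seeded in galactose medium at OD600=0.02.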
FUS suppressor: FUS proteinopathy suppression in yeast; AID 1347120; Potency, µM (highest dose often 76.6 µM), for inactives: at the top dose growth rescue (activation), hits mostly activators; S. cerevisiae FUS-expressing, growth rescue, OD600, 24 h; hit rate 0.24% among 390,000;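 also: potency is read from the fitted curve at half-maximal effect; plate controls were DMSO vehicle for no effect and reference control for full effect; nearly all actives have a fitted effect of over 55% in size; some results filed as inactive show a strong effect at the top dose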
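Read-out: OD at 600 nm after 24hr at 30C, reporting rescue of FUS-induced yeast toxicity. Cells at OD 0.005 in galactose (2%) minimal medium; compounds tested in a dilution series; CP55940 titration from 92uM final as control.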
* = called active by the depositor; i = inactive; u = inconclusive; x = no result given; [ ] = another dose, or the depositor's remark. Unless noted, calls follow the shape of the dose curve; as a rule, active = well fitted curve in the direction sought with a large enough effect; inconclusive = small, poorly fitted or top-dose-only effect, or another doubt; inactive = no such curve, though single readings can be large; an effect the other way counts as inactive or inconclusive.

1	COc1ccc(CCN2C(=O)C3CC(C)=C(C)CC3C2=O)cc1OC (stereo unspecified)
2	Cn1ccnc1C1CCCCN1Cc1nc(Cc2cccc(C(F)(F)F)c2)no1 (stereo unspecified)
3	Cc1c(C(=O)NCC2CC2)sc(=O)n1Cc1cccc(F)c1
4	CN(C)CCN1C(=O)NC(C)(c2ccc([N+](=O)[O-])cc2)C1=O (stereo unspecified)
5	CC1(C)CC(=O)C/C(=N/Nc2nc3ccccc3s2)C1
6	Cc1ccc(-c2c(C(=O)N/N=C/c3cccs3)nnn2-c2nonc2N)cc1

compound no.,1,2,3,4,5,6
Mm-Cpn inhibitor,-1%,0%,x,2%,-10%,2%
GLP1R inv ag,0%,u,19%,3%,u,u
Akt phos inh,x,i,i,i,i,x
aSyn rescue,x,0%,7%,2%,-2%,-1%
GLP1R cytotox,-4%,2%,5%,3%,-22%,-8%
Abeta yeast res,0%,5%,13%,-19%,-11%,-14%
PTHR1 agonist,i,i,i,i,-4%,i
TDP-43 yeast inh,-4%,-3%,0%,-6%,-6%,8%
FUS suppressor,-16%,-4%,-4%,-8%,22%,-16%

7	Cc1ccc(OCC(=O)NNC(=O)c2cc3ccccc3o2)cc1
8	Cc1cc(C(=O)NCc2ccc3c(c2)OCO3)ccc1[N+](=O)[O-]
9	OCCN1CCN(c2ncnc3nc[nH]c23)CC1
10	Cc1nc2ccccc2c(=O)n1/N=C/c1ccccc1
11	COCCCN(C(=S)Nc1ccc(C)cc1Cl)C(C)c1ccncc1 (stereo unspecified)
12	C/C(=N\Nc1ccc2nncn2n1)c1ccccn1

compound no.,7,8,9,10,11,12
Mm-Cpn inhibitor,-1%,1%,0%,-1%,1%,-2%
GLP1R inv ag,-4%,2%,-1%,9%,u,-11%
Akt phos inh,i,i,i,i,i,i
aSyn rescue,-1%,-10%,-7%,-5%,1%,10%
GLP1R cytotox,-15%,6%,0%,-9%,7%,u
Abeta yeast res,9%,u,-2%,26%,1%,-19%
PTHR1 agonist,-5%,-28%,i,i,-17%,i
TDP-43 yeast inh,11%,18µM*,3%,-12%,-12%,17%
FUS suppressor,7%,-2%,-16%,-9%,14%,-9%

13	CCOC(=O)C1(CCc2ccccc2)CCN(Cc2cc(OC)c(OC)cc2OC)CC1
14	COc1cc(C(O)c2nc(-c3cccc4cccnc34)cs2)ccc1F (stereo unspecified)
15	O=C(Cc1cccs1)N/N=C/c1ccccc1
16	CC(C)CN(C(=O)COC(=O)c1cccn1C)c1c(N)n(Cc2ccccc2)c(=O)[nH]c1=O
17	N/C(=N\OC(=O)Oc1ccccc1)c1ccc(Cl)cc1
18	Cc1ccc(Cl)cc1N1CCN(C(=S)NCc2ccco2)CC1

compound no.,13,14,15,16,17,18
Mm-Cpn inhibitor,0%,x,3%,-4%,-2%,-3%
GLP1R inv ag,u,-23%,26%,8%,4%,u
Akt phos inh,i,i,i,i,i,i
aSyn rescue,-1%,u,-6%,0%,-1%,-16%
GLP1R cytotox,12%,5%,-1%,-3%,-1%,7%
Abeta yeast res,1%,u,1%,0%,0%,-14%
PTHR1 agonist,-63%[inhibitor],i,-9%,-14%,i,u
TDP-43 yeast inh,-6%,u,-25%[1.82 µM],4%,9%,-8%
FUS suppressor,31%,4%,15%,46%,2%,11%

19	Cc1cccc(C(=O)Nc2ccc(-c3nc4ccccc4s3)cc2Cl)c1
20	COc1ccc(-c2nnn(CC(=O)N(Cc3cccs3)C(C)C(=O)NCCC(C)C)n2)cc1OC (stereo unspecified)
21	Cc1ccc(S(=O)(=O)NCCc2nnc3ccc(SCc4ccccc4C)nn23)cc1
22	CCN(CC)C1CCN(C(=O)c2cc(COc3ccc(F)cc3Cl)on2)C1 (stereo unspecified)
23	Cc1nc(CNS(=O)(=O)c2cc(C)c(C)cc2C)cs1
24	CC(=O)Nc1ccc(S(=O)(=O)NNC(=O)c2sc(=S)n(C)c2C)cc1

compound no.,19,20,21,22,23,24
Mm-Cpn inhibitor,x,u,x,-3%,0%,-2%
GLP1R inv ag,-13%,u,-2%,u,17%,5%
Akt phos inh,x,i,x,i,i,i
aSyn rescue,x,5%,x,0%,0%,-1%
GLP1R cytotox,1%,-17%,0%,-3%,4%,1%
Abeta yeast res,4%,2%,-5%,-5%,14%,-16%
PTHR1 agonist,i,i,-72%[inhibitor],i,-16%[57.5 µM],-23%
TDP-43 yeast inh,28%,0%,10%,11%,11%,-8%
FUS suppressor,-13%,44%,-5%,-3%,-18%,x

25	CCn1c(SCc2nc3ccccc3nc2C)nnc1-c1cccs1
26	COc1ccc(/C=N/NC(=O)c2cc(O)c(O)c(O)c2)cc1Cn1cc([N+](=O)[O-])cn1
27	CC1CN(S(=O)(=O)c2ccc(CN3C(=O)c4cccnc4C3=O)cc2)c2ccccc2O1 (stereo unspecified)
28	CC1CC(NS(=O)(=O)c2cccs2)CC(C)(C)C1 (stereo unspecified)
29	Cc1cc(Cl)ccc1NS(=O)(=O)c1c(C(=O)N2CCC(C)CC2)c(C)n(C)c1C
30	Cc1cccc(C)c1OC(=O)CCN1C(=O)C2C3C=CC(C4CC34)C2C1=O (stereo unspecified)

compound no.,25,26,27,28,29,30
Mm-Cpn inhibitor,0%,-6%,0%,1%,x,1%
GLP1R inv ag,2%,-11%,u,-29%,1%,7.1µM*
Akt phos inh,i,i,i,i,x,i
aSyn rescue,-7%,0%,-9%,5%,x,15%
GLP1R cytotox,-3%,-24%,-4%,5%,6%,4%
Abeta yeast res,-11%,-24%,1%,9%,4%,15%
PTHR1 agonist,-33%[inhibitor],-4%,i,2%[57.5 µM],-1%,-45%[inhibitor]
TDP-43 yeast inh,13%,17%,0%,-5%,19%,11%
FUS suppressor,23%,-24%,21%,-17%,31%,23%

31	Cc1cc(C)nc(NC(=O)CSc2nn(C)c(=S)s2)n1
32	COC(=O)C1=C(C)N=C2SC(C)C(=O)N2C1c1cccc(F)c1 (stereo unspecified)
33	COc1cccc(NC(=O)NCc2ccccc2F)c1
34	N#C/C(=C\c1cccnc1)C(=O)Nc1ccccc1[N+](=O)[O-]
35	O=[N+]([O-])c1ccc2c(c1)N([O-])C1(CCCCC1)[N+]2=O
36	O=C(COC(=O)c1ccc2c(c1)OCO2)Nc1ccccc1F

compound no.,31,32,33,34,35,36
Mm-Cpn inhibitor,-2%,-1%,-1%,5%,0%,-1%
GLP1R inv ag,26%,u,-1%,5%,9%,10%
Akt phos inh,i,i,i,i,i,i
aSyn rescue,-5%,-3%,1%,3%,7%,7%
GLP1R cytotox,-6%,-1%,0%,-10%,u,-2%
Abeta yeast res,-11%,-16%,8%,5%,-9%,-6%
PTHR1 agonist,i,i,i,i,-6%,i
TDP-43 yeast inh,-18%,-15%,19%,13%,-11%,4%
FUS suppressor,u,u,9%,15%,u,-12%

37	O=C(Cc1cccc2ccccc12)N/N=C/C=C/c1cccc([N+](=O)[O-])c1
38	COc1ccc(C2CCCN2C(=S)Nc2ccc(C)cc2C)cc1OC (stereo unspecified)
39	CCc1nnc(NC(=O)CSc2nnc(COc3ccccc3)n2Cc2ccccc2)s1
40	COc1ccc(C(=O)NCC(=O)OCC(=O)NC(=O)c2ccc(C(C)(C)C)cc2)cc1OC
41	CC1CCN(c2ccc3c(c2)S(=O)(=O)c2cccc(C(=O)NC4CCCCC4)c2C3=O)CC1
42	COc1cc(OC)cc(-c2nc(-c3ccccc3OC)no2)c1

compound no.,37,38,39,40,41,42
Mm-Cpn inhibitor,-1%,3%,-2%,1%,-1%,-10%
GLP1R inv ag,-2%,-23%,5%,-5%,-6%,-5%
Akt phos inh,i,i,i,i,i,i
aSyn rescue,2%,-1%,7%,6%,-7%,-4%
GLP1R cytotox,-1%,7%,-1%,-2%,24%,12%
Abeta yeast res,-9%,23%,10%,7%,2%,-4%
PTHR1 agonist,-69%[inhibitor],-16%,-2%,-30%,-40%,u
TDP-43 yeast inh,4%,0%,7%,15%,12%,12%
FUS suppressor,11%,32%,0%,6%,3%,2%

Compound profiles, as listed above. Order of values: Mm-Cpn inhibitor	GLP1R inv ag	Akt phos inh	aSyn rescue	GLP1R cytotox	Abeta yeast res	PTHR1 agonist	TDP-43 yeast inh	FUS suppressor
CC1CCN(c2ccc3c(c2)S(=O)(=O)c2cccc(C(=O)NC4CCCCC4)c2C3=O)CC1 as listed: -1%	-6%	i	-7%	24%	2%	-40%	12%	3%
O=C(Cc1cccc2ccccc12)N/N=C/C=C/c1cccc([N+](=O)[O-])c1 as listed: -1%	-2%	i	2%	-1%	-9%	-69%[inhibitor]	4%	11%
COc1cc(OC)cc(-c2nc(-c3ccccc3OC)no2)c1 as listed: -10%	-5%	i	-4%	12%	-4%	u	12%	2%

Later entries
43	COc1cc(/C=C2\C(=N)N3N=CSC3=NC2=O)ccc1OS(=O)(=O)c1ccccc1[N+](=O)[O-]
44	CC1(C(=O)NS(=O)(=O)c2ccc(Cl)s2)CCN1C(=O)C1(c2ccc(Cl)cc2)CCC1 (stereo unspecified)
45	N#CCOc1ccccc1CNC[C@H]1O[C@@H](n2cnc3c(=O)[nH]c(N)nc32)[C@H](O)[C@@H]1O
46	O=C(NC1CCCCC1)C(CCc1ccccc1)N1CCOCC1 (stereo unspecified)

compound no.,43,44,45,46
Mm-Cpn inhibitor,0%,x,x,x
GLP1R inv ag,-8%,u,22%,13%
Akt phos inh,i,i,i,i
aSyn rescue,6%,-28%,5%,-9%
GLP1R cytotox,0%,-13%,-7%,-1%
Abeta yeast res,10%,0%,-3%,-5%
PTHR1 agonist,-23%,i,-7%,-20%
TDP-43 yeast inh,9%,29%,3%,23%
FUS suppressor,23%,8%,-17%,-9%

An excerpt (hit frequency here may not be typical).
